# NR2E3 ag-1 = NR2E3 agonists in two-hybrid cells, primary screen, cell-based, luminescence, CHO-S, Gal4-NCOR/VP16-NR2E3; AID 602229, 2012; 360,000 compounds, 0.35% hits; inhibition of corepressor binding, % at 3.98 µM; luciferase; Photoreceptor-specific nuclear receptor (Homo sapiens), Q9Y5X4;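 active = inhibition above the mean of all tested compounds plus 3 SD, cut at about 70% in these data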;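 also: 0% = DMSO with NR2E3 transfected cells and 100% = cells lacking NR2E3 construct; higher means lower luciferase signal from less NR2E3 corepressor binding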
# Target sequence (Q9Y5X4 whole entry, looked up, the tested form may be a part): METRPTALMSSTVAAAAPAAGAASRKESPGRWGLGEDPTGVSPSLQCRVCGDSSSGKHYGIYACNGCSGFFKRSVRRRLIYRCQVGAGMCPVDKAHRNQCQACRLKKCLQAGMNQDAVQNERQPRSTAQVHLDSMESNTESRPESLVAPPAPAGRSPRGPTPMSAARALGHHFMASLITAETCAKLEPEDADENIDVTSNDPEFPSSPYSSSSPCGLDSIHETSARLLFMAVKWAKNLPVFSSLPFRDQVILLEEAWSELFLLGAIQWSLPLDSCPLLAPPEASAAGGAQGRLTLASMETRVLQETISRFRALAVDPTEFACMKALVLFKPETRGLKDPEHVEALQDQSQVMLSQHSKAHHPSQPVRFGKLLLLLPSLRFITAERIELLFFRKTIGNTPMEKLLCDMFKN
# CF NFkB inh = inhibitors of PAF-induced NF-kB signaling, primary screen, cell-based, GFP fluorescence, uHTS | KKLEB NF-kB-GFP reporter, GFP fluorescence overnight | inhibition, % at 5 µM | 360,000 compounds, 0.86% hits | AID 588850, 2011;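 active = at least 50% inhibition at 5 µM, scaled per plate between neutral and stimulator controls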;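 also: PAF is a Pseudomonas aeruginosa culture filtrate used as stimulus; plate controls were PAF-stimulated DMSO wells for no effect and unstimulated DMSO wells for full effect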
# CaV13 FRET inh = Primary screen for inhibitors of IQ motif and Ca2+-dependent inactivation inhibitor domain binding in CACNA1D, Förster resonance energy transfer in living cells, …; HEK cells, CFP/YFP FRET ICDI-IQ, plate reader, 10 min; percent FRET-ratio fall versus neutral wells; inhibition, % at 12.3 µM; 340,000 compounds, 0.098% hits;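 active = mean replicate inhibition of at least 30% and at least 1% of replicates passing that level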;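 also: 0% = median of the neutral control wells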
# TRPM1 prom inh = inhibitors of MITF-dependent TRPM1 promoter reporter, primary screen, cell-based, SK-MEL-5, single point, luciferase; 330,000 compounds, 0.83% hits; SK-MEL-5 TRPM1 promoter luciferase, 24 h; AID 488899, 2010; inhibition, % at 12.5 µM;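 active = mean inhibition across replicates of 60% or more, whatever share of single replicates reaches that level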; also: values of inactives mirror those of a sister screen read the other way
# Vif inh = HIV Vif self-association inhibitors, primary screen, imaging, HEK293T, single point; HEK293T cells, Vif self-association by quenched fluorescence, 24 h; inhibition, % at 7.49 µM; 340,000 compounds, 0.35% hits; in the data active = inhibition above about 50%, passing the limit was not always enough; also: some results filed as inactive read as strong as hits
# Shn3 3UTR inh = reduction of Shn3 3'UTR firefly luciferase signal, primary screen, Schnurri-3 inhibitor project, cell-based, Clone20 osteoblasts, set 2; Clone20 osteoblast Shn3 3'UTR firefly luciferase, 24 h; inhibition, % at 12.5 µM; 360,000 compounds, 0.52% hits;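 active = mean inhibition of at least 75% with every replicate also reaching 75%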;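 also: 0% = median of neutral control wells and 100% = pilot-screen positive control compound; some compounds past the cut are filed as inactive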
# PDI inh = inhibitors of human PDI, primary screen, biochemical, turbidity, single point, plate reader; Protein disulfide-isomerase (Homo sapiens), P07237; PDI insulin aggregation turbidity, A650, 90 min; inhibition, % at 10 µM; 350,000 compounds, 0.052% hits; AID 588391, 2011;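 active = mean inhibition across replicates of 30% or more, whatever share of single replicates reach that level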;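 also: absorbance from insulin aggregation driven by PDI reduction with DTT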
# Target sequence (P07237 whole entry, looked up): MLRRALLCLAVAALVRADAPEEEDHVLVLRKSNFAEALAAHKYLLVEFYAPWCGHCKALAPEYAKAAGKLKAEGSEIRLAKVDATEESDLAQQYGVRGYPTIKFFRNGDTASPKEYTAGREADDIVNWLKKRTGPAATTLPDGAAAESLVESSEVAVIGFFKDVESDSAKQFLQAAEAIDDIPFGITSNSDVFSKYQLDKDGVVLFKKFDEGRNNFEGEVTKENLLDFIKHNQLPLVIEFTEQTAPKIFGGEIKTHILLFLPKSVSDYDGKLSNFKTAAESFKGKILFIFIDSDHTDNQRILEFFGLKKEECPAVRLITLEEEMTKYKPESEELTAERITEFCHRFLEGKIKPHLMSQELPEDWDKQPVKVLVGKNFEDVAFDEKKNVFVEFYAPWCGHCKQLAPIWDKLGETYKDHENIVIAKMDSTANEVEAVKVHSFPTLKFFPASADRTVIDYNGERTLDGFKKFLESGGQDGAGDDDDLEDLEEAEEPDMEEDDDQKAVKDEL
# KKLEB cytotox = cytotoxicity in KKLEB CF airway cells, primary screen, cytotoxicity control for CF NF-kB inhibitor project, cell-based, uHTS, fluorescence assay plates; KKLEB CF airway cells viability, ATPlite luminescence, overnight; active compounds read low; cells stimulated with P. aeruginosa culture filtrate; activity change (cytotoxicity), % at 5 µM; 360,000 compounds, 0.36% hits;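 active = corrected activity change at or below -50% at 5 µM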
# NR2E3 ag-2 = inhibitors of NR2E3-RetCOR corepressor binding, primary screen, NR2E3 agonist project, biochemical, TR-FRET, GST-NR2E3, biotin-RetCOR | Photoreceptor-specific nuclear receptor (Homo sapiens), Q9Y5X4 | 1536-well | inhibition of corepressor binding, % at 4.78 µM | 320,000 compounds, 0.12% hits | AID 2300, 2010;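 active = percent inhibition above the cutoff of mean plus 3 SD of all tested compounds, set per screening campaign, cut at about 20% in these data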;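 also: 0% = DMSO wells and 100% = biotin wells as full block of FRET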
#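 Format: 1536-well format; test system: GST-NR2E3 and biotin-RetCOR proteins; read-out basis: percent inhibition of TR-FRET ratio; timing: 5 h incubation at 4 °C; detection: time-resolved FRET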
# HIF-2a inh = HIF-2a reporter inhibitors, primary screen, luminescence, 786-0 RCC cells. 786-0 RCC cells HIF-2a reporter, luciferase luminescence, overnight. inhibition, % at 18.8 µM. 360,000 compounds, 0.72% hits. AID 624352, 2012;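 active = inhibition of the luminescence signal of 40% or more relative to plate controls, in a single-dose primary screen at 18.75 µM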
# Peg3 promoter = Peg3 promoter-driven luciferase inhibitors, primary screen, cell-based, HeLa, luciferase luminescence. HeLa PEG-Prom luciferase reporter, overnight. 360,000 compounds, 1.7% hits. inhibition, % at 20 µM;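 active = inhibition of at least 50% at 20 µM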
# Active calls of the source: *; / = no result given.
item	smiles	NR2E3 ag-1	CF NFkB inh	CaV13 FRET inh	TRPM1 prom inh	Vif inh	Shn3 3UTR inh
1	COC(=O)[C@@]1(Cc2ccc(OC)cc2)[C@H]2c3cc(C(=O)N(C)C)n(CCSCCO)c3C[C@H]2CN1C(=O)c1ccccc1	8	-15	/	-4	-9	72
2	Cc1cccc(OCC(=O)N2CCC(N3CCCCCC3)CC2)c1	1	-10	-5	10	12	-18
3	COC(=O)CNC(=O)C1Nc2ccc(OC(F)(F)F)cc2C2C=CCC12 (configuration not stated)	0	4	-4	6	1	5
4	CC(=O)N(C)c1ccc(NC(=O)C(c2ccccc2)c2ccccc2)cc1	-4	-28	-2	6	6	-7
5	Cc1ccc(S(=O)(=O)N2CCN(c3ccccc3)CC2)cc1	-1	8	-2	2	-9	2
6	CC(C)c1cccc(-c2csc(C(C)(O)c3cccc(F)c3)n2)c1 (configuration not stated)	36	6	-4	/	-5	13
7	CCOC(=O)c1c(NCc2ccccc2)n[nH]c1C	0	0	-3	3	-18	10
8	Cn1cc(/C(Cc2ccccc2)=N\O)c2ccccc21	-55	13	-4	7	0	-5
9	Cc1ccc(NC(=O)c2nc3nccc(C)n3n2)c(C)c1	-43	17	4	-69	1	-60
10	CN(CCCNC(=O)C1CCCN(S(=O)(=O)c2cnc[nH]2)C1)c1ccccc1 (configuration not stated)	4	-4	8	7	-3	3
11	CCOC(=O)c1[nH]c(C)c(C(=O)c2ccc(C)cc2)c1C	-88	21	-4	-7	/	-13
12	Cc1nc(CCNC(=O)Cc2ccc(F)cc2)cs1	-7	20	5	3	-7	-3

item	PDI inh	KKLEB cytotox	NR2E3 ag-2	HIF-2a inh	Peg3 promoter
1	7	-8	2	10	7
2	5	11	-1	13	5
3	-2	-6	-4	15	14
4	1	18	2	8	-4
5	-8	-11	0	10	16
6	-3	-1	/	-8	-1
7	-3	6	-2	4	-3
8	-4	-12	3	-21	-9
9	0	-8	4	-161	-102
10	-1	3	1	2	-4
11	1	-12	4	-185	-125
12	/	3	5	8	7

# Carrying on.
item	smiles	NR2E3 ag-1	CF NFkB inh	CaV13 FRET inh	TRPM1 prom inh	Vif inh	Shn3 3UTR inh
13	COc1ccc(Cl)cc1NC(=O)CN(C)C(=O)c1ccc(N2CCCCC2)c([N+](=O)[O-])c1	40	-5	-2	17	-1	63
14	O=C(Cc1ccc(F)cc1)NCc1cccnc1	-12	-4	-5	0	13	-18
15	COCCn1c(CN(C)Cc2ccccc2)nc2c1c(=O)n(C)c(=O)n2C	25	8	-2	4	-9	12
16	CC(C)(C)C1CCC2(CC1)CC(=O)c1ccccc1O2 (configuration not stated)	0	14	-4	-9	3	-10
17	O=C1c2nc3cc(-c4ccco4)[nH]n3c(=O)c2CN1Cc1ccccc1	-4	-8	-21	/	8	0
18	O=C(NN=C(Cc1ccccc1)Cc1ccccc1)c1ccncc1	3	-7	-13	4	-12	6
19	CC(C)(C)SCCNC(=O)CN(c1ccc(F)cc1)S(=O)(=O)c1ccccc1	-10	14	-4	7	9	-2
20	Nc1c2c3c(sc2nc(=O)n1N)CCCC3	5	-2	-4	9	-1	-1
21	COC(=O)c1cc(C(C)=O)c(C)[nH]c1=O	19	-15	-6	-1	4	-38
22	O=C(CCS(=O)(=O)c1ccc(Br)cc1)Nc1ccc(Cl)cc1F	-17	0	-5	10	6	2
23	CCCCCC(=O)NC(=S)NNC(=O)CC	-15	13	/	-1	6	-3
24	N#Cc1c(N)n(Cc2ccccc2)c(=O)c2cc([N+](=O)[O-])ccc12	-7	-10	-26	-17	43	-50

item	PDI inh	KKLEB cytotox	NR2E3 ag-2	HIF-2a inh	Peg3 promoter
13	0	-11	1	-25	8
14	-17	7	1	10	-5
15	/	10	0	10	11
16	1	8	7	7	-15
17	-2	-5	4	10	-6
18	-1	-5	5	15	5
19	-3	-8	3	17	26
20	1	3	3	8	7
21	10	4	2	6	7
22	23	-4	-4	18	3
23	0	3	3	5	-4
24	1	-27	-3	14	33

# In another format: results already given
# Values run as follows: NR2E3 ag-1 | CF NFkB inh | CaV13 FRET inh | TRPM1 prom inh | Vif inh | Shn3 3UTR inh | PDI inh | KKLEB cytotox | NR2E3 ag-2 | HIF-2a inh | Peg3 promoter
13: COc1ccc(Cl)cc1NC(=O)CN(C)C(=O)c1ccc(N2CCCCC2)c([N+](=O)[O-])c1
→ 40 | -5 | -2 | 17 | -1 | 63 | 0 | -11 | 1 | -25 | 8
14: O=C(Cc1ccc(F)cc1)NCc1cccnc1
→ -12 | -4 | -5 | 0 | 13 | -18 | -17 | 7 | 1 | 10 | -5
15: COCCn1c(CN(C)Cc2ccccc2)nc2c1c(=O)n(C)c(=O)n2C
→ 25 | 8 | -2 | 4 | -9 | 12 | / | 10 | 0 | 10 | 11
16: CC(C)(C)C1CCC2(CC1)CC(=O)c1ccccc1O2 (configuration not stated)
→ 0 | 14 | -4 | -9 | 3 | -10 | 1 | 8 | 7 | 7 | -15
17: O=C1c2nc3cc(-c4ccco4)[nH]n3c(=O)c2CN1Cc1ccccc1
→ -4 | -8 | -21 | / | 8 | 0 | -2 | -5 | 4 | 10 | -6
18: O=C(NN=C(Cc1ccccc1)Cc1ccccc1)c1ccncc1
→ 3 | -7 | -13 | 4 | -12 | 6 | -1 | -5 | 5 | 15 | 5
19: CC(C)(C)SCCNC(=O)CN(c1ccc(F)cc1)S(=O)(=O)c1ccccc1
→ -10 | 14 | -4 | 7 | 9 | -2 | -3 | -8 | 3 | 17 | 26
20: Nc1c2c3c(sc2nc(=O)n1N)CCCC3
→ 5 | -2 | -4 | 9 | -1 | -1 | 1 | 3 | 3 | 8 | 7
21: COC(=O)c1cc(C(C)=O)c(C)[nH]c1=O
→ 19 | -15 | -6 | -1 | 4 | -38 | 10 | 4 | 2 | 6 | 7

# (list continues)
item	smiles	NR2E3 ag-1	CF NFkB inh	CaV13 FRET inh	TRPM1 prom inh	Vif inh	Shn3 3UTR inh
25	CCC1(CC)NC(=O)N(CC(=O)Nc2sc3c(c2C(N)=O)CCC3)C1=O	3	-4	-5	0	-16	13
26	N#Cc1ccccc1OCC(=O)NNC(=O)CNC(=O)c1ccc(Br)o1	-3	10	-6	-5	5	-2
27	O=C(NC(=S)Nc1ccccc1N1CCCCC1)c1ccc(-c2cccc([N+](=O)[O-])c2)o1	-21	5	-3	-2	15	23
28	CC(=O)Nc1ccc(S(=O)(=O)c2c(N)n(CCN3CCOCC3)c3nc4ccccc4nc23)cc1	-4	12	-1	-4	-19	8
29	O=C(CSCC(=O)NC1CC1)Nc1ccc2ccccc2c1	-39	-7	/	-8	9	5
30	COc1ccc(CCc2nnc(CCC(=O)NCc3cc(C(C)C)no3)o2)cc1	-54	-8	-8	-40	-1	-113
31	CCOC(=O)CC1C(=O)NCCN1S(=O)(=O)c1cccc(C(F)(F)F)c1 (configuration not stated)	-22	8	/	-9	12	-7
32	Cc1ccc(C(NC(=O)C2CCN(CCOc3ccc(Cl)cc3)CC2)c2ccccn2)cc1 (configuration not stated)	-2	14	-5	/	-1	-14
33	CCOC(=O)c1cc2sccc2n1CC(=O)OC(C)C	3	-13	-7	0	2	2
34	CC(=O)Nc1ccc(NCc2cccs2)cc1	-7	4	-4	-22	-16	-48
35	CCN(CC)c1ccc(N2C(=O)C3CCCCC3C2=O)cc1[N+](=O)[O-] (configuration not stated)	2	0	-6	3	-2	-6
36	Cc1ccc(C)c(S(=O)(=O)Nc2ccc(C(=O)N3CCCCC3)cc2)c1	8	14	-3	3	12	4

item	PDI inh	KKLEB cytotox	NR2E3 ag-2	HIF-2a inh	Peg3 promoter
25	1	7	1	6	17
26	-2	-17	/	7	0
27	4	6	-2	13	-6
28	3	2	2	11	11
29	5	2	/	-5	-8
30	2	1	2	-197	-201
31	-2	-9	2	8	0
32	-8	-4	/	-2	-15
33	0	-2	-2	14	8
34	2	-1	-1	-15	-13
35	7	9	3	20	13
36	-9	1	2	3	1

# The results go on:
item	smiles	NR2E3 ag-1	CF NFkB inh	CaV13 FRET inh	TRPM1 prom inh	Vif inh	Shn3 3UTR inh
37	COc1ccccc1N1CCN(C2CCCN(C(=O)c3csc(C)n3)C2)CC1 (configuration not stated)	13	-4	-6	3	3	-10
38	COc1cc2cc(CCCOC(=O)c3ccc4c(c3)OCO4)oc(=O)c2cc1OC	-11	15	-3	-2	-1	-1
39	O=C(NCCCn1ccnc1)c1ccncc1	9	7	-3	-16	15	2
40	CCc1nnc(NS(=O)(=O)c2ccc(NC(=O)c3cc(Cl)ccc3[N+](=O)[O-])cc2)s1	-4	-13	-6	17	18	-2
41	Cc1cc(C)nc(NC(=O)Nc2ccccc2C(F)(F)F)n1	-48	5	-7	-1	/	-28
42	CC1CCC(NC(=O)c2cccc(S(=O)(=O)N3CCN(c4ccccc4)CC3)c2)CC1 (configuration not stated)	4	-25	-4	8	/	77
43	Cn1ncc2c(Nc3ccccc3Br)ncnc21	15	16	5	4	-1	9
44	CCOC(=O)C1CCN(C(=O)Cn2c(=O)c3cccn3c3cccnc32)CC1	-4	9	-5	-5	8	-5
45	Cc1noc(C)c1CS(=O)(=O)Cc1ccc(Cl)cc1	-25	2	-4	5	4	-1
46	CCC(c1nnnn1-c1c(C)cccc1C)N1CCN(C/C=C/c2ccccc2)CC1 (configuration not stated)	9	22	-5	/	2	34
47	CN(c1ncc(C(F)(F)F)cc1Cl)n1cc(C(=O)O)c2ccccc2c1=O	-33	-6	-3	4	-4	4
48	CC(C)(C)NC(=O)C(OC(=O)c1cccs1)c1ccc(C#N)cc1 (configuration not stated)	4	-1	-5	1	0	17
49	CCOc1ccc(NC(=O)N2CCN(Cc3ccc4c(c3)OCO4)CC2)cc1	-21	-8	2	13	/	-12
50	CCOC(=O)c1cnn(-c2nc(SC)nc3sc4c(c23)CCC4)c1N	-16	0	0	1	-1	-12

item	PDI inh	KKLEB cytotox	NR2E3 ag-2	HIF-2a inh	Peg3 promoter
37	-8	13	/	5	6
38	5	-7	1	10	8
39	-4	-8	-5	-4	-7
40	11	-17	/	17	14
41	3	-13	2	-141	-48
42	-1	14	3	10	12
43	9	-4	-2	4	13
44	4	-20	-1	2	8
45	-7	2	3	6	6
46	/	-17	/	-23	21
47	11	6	-3	12	5
48	5	-1	-1	8	-7
49	-21	-7	7	21	-1
50	14	-1	2	-10	4
